Pyk2 oligo antag – Pyk2 (human) oligomerization antagonism; Q14289; AID 1347419; Q293 cells, Pyk2 FERM NanoBiT luminescence; stronger effect = lower value; 99,000 tested, 0.83% active; z-score (the deposit names both 25 µM and 10 µM);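 active = Z-score of -3 or lower, scaled per plate to the spread of control and sample wells; inactive = z-score above -3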;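 note: negative z-score means lost luminescence so less FERM oligomerization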
Target sequence (Q14289 whole entry, looked up): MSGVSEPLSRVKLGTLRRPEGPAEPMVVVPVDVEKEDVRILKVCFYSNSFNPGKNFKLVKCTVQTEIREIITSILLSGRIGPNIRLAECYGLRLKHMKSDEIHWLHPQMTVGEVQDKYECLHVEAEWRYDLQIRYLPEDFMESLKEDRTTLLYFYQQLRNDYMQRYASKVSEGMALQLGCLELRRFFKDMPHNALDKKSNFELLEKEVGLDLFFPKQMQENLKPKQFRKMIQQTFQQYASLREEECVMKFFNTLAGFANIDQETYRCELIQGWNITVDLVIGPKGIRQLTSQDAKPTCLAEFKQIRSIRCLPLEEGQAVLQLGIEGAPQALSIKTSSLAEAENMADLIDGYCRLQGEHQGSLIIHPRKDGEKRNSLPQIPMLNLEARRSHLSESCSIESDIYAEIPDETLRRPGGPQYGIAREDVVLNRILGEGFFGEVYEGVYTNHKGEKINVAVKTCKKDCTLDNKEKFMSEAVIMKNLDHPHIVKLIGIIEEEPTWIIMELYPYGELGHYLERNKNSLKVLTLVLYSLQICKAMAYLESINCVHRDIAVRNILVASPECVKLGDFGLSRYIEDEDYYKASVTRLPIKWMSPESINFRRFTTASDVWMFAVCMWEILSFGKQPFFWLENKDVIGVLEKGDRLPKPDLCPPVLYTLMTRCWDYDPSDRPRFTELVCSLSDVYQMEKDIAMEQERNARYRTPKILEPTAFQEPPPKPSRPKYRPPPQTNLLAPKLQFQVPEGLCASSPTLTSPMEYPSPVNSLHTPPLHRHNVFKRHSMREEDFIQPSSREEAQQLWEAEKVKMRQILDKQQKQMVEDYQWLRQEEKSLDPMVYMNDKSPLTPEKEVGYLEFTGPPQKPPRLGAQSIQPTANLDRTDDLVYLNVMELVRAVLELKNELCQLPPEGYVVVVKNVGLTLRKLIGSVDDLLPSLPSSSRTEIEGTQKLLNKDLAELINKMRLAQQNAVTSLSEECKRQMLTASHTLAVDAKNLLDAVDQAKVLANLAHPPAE
TNFa cytotox – HUVEC cytotoxicity counter-screen, TNF alpha stimulated | 93,000 tested, 0.17% active | cell count reduction, % at 2 µM | HUVEC TNFalpha-stimulated, Hoechst cell count, imaging | AID 848;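 active = cell count reduction exceeding the screen mean by over 5 SD, scaled to untreated wells per plate, cut at about 78% in these data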;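 note: cells counted after 24 h of TNF alpha exposure following the 1 h pretreatment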
VCAM1 TNFa inh – reduces TNF alpha induced VCAM1 expression in HUVEC | HUVEC TNFa-induced VCAM-1 immunofluorescence, high-content imaging | inhibition, % at 2 µM | 95,000 tested, 0.48% active | AID 802;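 active = inhibition above the batch mean plus 3 SD, with images confirmed as a hit by eye, cut at about 37% in these data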;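 note: 0% = TNF-stimulated DMSO wells and 100% = unstimulated control wells; not every result past the cut was called active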
HUVEC inhibit – blocks proliferation of human endothelial cells; HUVEC proliferation, CellTiter-Glo luminescence, 72 h; stronger effect = lower value; viability, % at 10 µM (by protocol); 86,000 tested, 1.1% active;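 active = viability at or below 30%; inactive = viability above 30%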;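 note: 100% = median luminescence of DMSO-only cell control wells on each plate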
F-actin modifier – modifiers of cytoskeleton assembly. HUVEC TNFa F-actin phalloidin imaging, high content. inhibition, % at 2 µM. 91,000 tested, 0.18% active;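 active = inhibition above the batch mean plus 3 SD and confirmed as a hit by visual image inspection, cut at about 30% in these data, passing the limit was not always enough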; note: strong numbers were not always called active
Smad3 FoxH1 inh – Smad3 (human) transcription factor binding inhibition. P84022. TR-FRET Smad3/Dy647-FoxH1 peptide binding, europium anti-His. inhibition, % at 25 µM. 88,000 tested, 0.29% active. AID 630;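 active = compounds that reduce the energy-transfer binding signal between the protein and its labelled peptide by more than half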;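 note: 0% = Smad3 plus labelled peptide maximal FRET and 100% = peptide-only background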
IL1B cytotox – HUVEC cytotoxicity counter-screen, IL-1B stimulated | HUVEC cell count loss, Hoechst imaging | cell count reduction, % at 2 µM | 94,000 tested, 0.41% active | AID 845;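 active = cell count reduction more than 3 SD above the screen-wide mean, cut at about 70% in these data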;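 note: normalized per plate to untreated control cells as the no-loss baseline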
H69AR growth 86K – growth inhibitors of human H69AR lung tumor cells. H69AR lung tumor viability, ATP luminescence, 72 h; stronger effect = lower value. viability, % at 10 µM. 85,000 tested, 6% active;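 active = viability at or below 40%; inactive = viability above 40%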;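 note: multidrug resistant small cell line overexpressing MRP-1 efflux transporter; 100% = mean luminescence of untreated control wells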
Lung fibro prol – blocks proliferation of human lung fibroblasts; LL 47 human lung fibroblast viability, ATP luminescence; stronger effect = lower value; viability, % at 10 µM; 85,000 tested, 1.1% active;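 active = viability at or below 50% in the single dose screen; inactive = viability above 50%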;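 note: compound exposure lasted 72 h before the ATP readout; 100% = median luminescence of untreated cell-only wells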
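Signal: luminescent ATP detection, CellTiter-Glo; assay system: LL 47 human lung fibroblasts; input: 1,150 cells/well; incubation: overnight cell rest, 72 h compound treatment at 37 °C; measure: % viability versus median cells-only luminescence; medium: IMEM growth medium with 15% fetal bovine serum; dosing: compound addition at 0.1% DMSO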
* hit, by the source's call; . = not tested or not shown; [ ] = remark or other dose.

structure	Pyk2 oligo antag	TNFa cytotox	VCAM1 TNFa inh	HUVEC inhibit	F-actin modifier	Smad3 FoxH1 inh	IL1B cytotox	H69AR growth 86K	Lung fibro prol
O=C(O)c1ncc(-c2ccccc2)cn1	0.64	-1	14	104	-29	1	2	100	92
CC1CCc2cc(F)cc3c(O)c(C(=O)NCC4CCCO4)c(=O)n1c23 (stereo not drawn)	-2	-13	7	82	-9	-6	8	59	98
COc1ccc(N2CCN(C(=S)Nc3cc(C)cc(C)c3)CC2)cc1	2	1	-10	.	-2	.	-17	.	.
COC(=O)C(NC(=O)c1ccc(F)cc1)(Nc1ncc(S(=O)(=O)c2ccc([N+](=O)[O-])cc2)s1)C(F)(F)F (stereo not drawn)	-1.1	-7	-2	.	32	.	-28	.	.
Cn1c(SCC(=O)NC2CCCCCC2)nnc1-c1cccs1	0.22	.	.	96	.	-2	.	92	100
Nc1nc(-c2ccccc2)nn1C(=O)Cc1ccccc1	-0.53	-20	14	101	0	-4	-39	95	105
CC(=O)c1cc2cc(O)ccc2o1	0.61	4	10	95	-22	-7	29	89	94
O=S(=O)(NC1CCCCCC1)c1cccc2cccnc12	-1.1	-5	13	77	-31	0	14	86	98
O=C(CCC1CCCCC1)Nc1cccnc1	0.23	8	16	100	-15	-1[fluorescence artefact?]	12	101	99
O=C(Cc1c(C(=O)O)[nH]c2ccccc12)NCCN1CCN(c2cccc(Cl)c2)CC1	0.94	.	.	112	.	1	.	96	103
C/C(Cn1nnc([N+](=O)[O-])n1)=N\NC(=O)c1ccc(Cl)c(Cl)c1	-0.29	2	12	.	-6	.	.	.	.
CCOc1ccc(S(=O)(=O)N(CC(=O)O)c2ccc(C)cc2)cc1	0.57	9	9	103	-10	1	-36	92	91
CC(C)c1ccc(-c2nnn(CCC(=O)O)n2)cc1	2.9	-18	-42	107	4	11	-14	88	99
O=C(O)c1cccc(N2CCCC2)c1	1.5	-14	4	93	10	-2	-20	92	106
CCCCC1(O)CC(C(F)(F)F)=NN1C(=O)COc1ccccc1 (stereo not drawn)	0.05	-4	3	104	-13	5	-34	68	99
COc1ccc(-n2c(CNC(=O)c3ccc(S(=O)(=O)N4CCCC4)cc3)n[nH]c2=S)cc1	1.5	-23	-5	.	13	.	-6	.	.

Shown with each value named: part of the list above.
> O=C(O)c1cccc(N2CCCC2)c1
- Pyk2 oligo antag = 1.5
- TNFa cytotox = -14
- VCAM1 TNFa inh = 4
- HUVEC inhibit = 93
- F-actin modifier = 10
- Smad3 FoxH1 inh = -2
- IL1B cytotox = -20
- H69AR growth 86K = 92
- Lung fibro prol = 106
> CCCCC1(O)CC(C(F)(F)F)=NN1C(=O)COc1ccccc1 (stereo not drawn)
- Pyk2 oligo antag = 0.05
- TNFa cytotox = -4
- VCAM1 TNFa inh = 3
- HUVEC inhibit = 104
- F-actin modifier = -13
- Smad3 FoxH1 inh = 5
- IL1B cytotox = -34
- H69AR growth 86K = 68
- Lung fibro prol = 99

The results go on:
structure	Pyk2 oligo antag	TNFa cytotox	VCAM1 TNFa inh	HUVEC inhibit	F-actin modifier	Smad3 FoxH1 inh	IL1B cytotox	H69AR growth 86K	Lung fibro prol
Cc1c(C(=O)NC2CCCCC2)oc2c1C(=O)CC(C)(C)C2	1.4	-13	-18	105	-11	0	-7	86	100
COc1cccc(C(=O)NCc2ccccc2OC)c1	0.02	.	.	94	.	5	.	92	110
CC1(C)OC(C(N)=O)C(C(N)=O)O1 (stereo not drawn)	0.44	-28	-2	96	-10	7	-6	92	103
Cc1ccc(OCCCNCCO)c(Br)c1	-0.01	-14	3	72	20	0	-4	87	87
CCOc1ccc(C2CC(c3cccc(OC)c3)Nc3nc(N)nn32)cc1 (stereo not drawn)	.	-12	13	112	9	7[fluorescence artefact?]	-63	108	99
O=c1cc(C(F)(F)F)c2sc(N3CCCCC3)nc2[nH]1	0.11	-3	-10	104	-35	-3	33	83	99
O=C(Cc1ccccc1)N1CCc2ccccc21	0.45	-9	5	85	-5	-6	-42	100	94
Cc1ccc(C(=O)Nc2ccon2)cc1S(=O)(=O)N1CCOCC1	-0.16	-16	-5	119	27	8	-14	102	109
CC(C)=CC(=O)Nc1nnc(-c2ccccc2)s1	0.88	-36	7	.	25	.	3	.	.
CC(C)(C)C(=O)NC(Nc1cccc2cccnc12)C(Cl)(Cl)Cl (stereo not drawn)	-0.07	-8	4	.	-11	.	58	.	.
COc1ccc(CN(C(=O)c2snc(C(N)=O)c2N)C(C(=O)NC(C)(C)C)c2ccco2)cc1 (stereo not drawn)	-0.36	-30	8	93	10	10	-24	95	83
CC(C)Cn1nc(NC(=O)C(C)(C)C)c2cc3ccccc3nc21	-0.77	-3	-4	102	-13	7	-18	53	100
C=CCn1c(-c2cccn(Cc3cccc(Cl)c3)c2=O)n[nH]c1=S	0.79	-7	11	.	8	.	18	.	.
CC1CCCCN1Cc1nc2c(c(=O)n(C)c(=O)n2C)n1CCCc1ccccc1 (stereo not drawn)	1.6	-14	10	111	10	-6	18	93	92
O=C(Nc1cccnc1)Nc1ccc(Br)cc1Cl	0.53	-12	-16	106	-16	10	-10	91	104
COC(=O)c1ccccc1NC(=O)Nc1nnc(N2CCCCC2C)s1 (stereo not drawn)	.	.	.	80	.	12[fluorescence artefact?]	.	91	86
CC1C(c2ccccc2)=[N+]([O-])C2(CCCC2)N1O (stereo not drawn)	-0.04	-46	-12	93	4	8	-33	93	94
CCOC(=O)c1cc(-c2ccccc2)n(CC(=O)N2CCCC2)c1C	-1.2	-16	2	116	16	4	-1	89	95
COCc1cc(C)nc2sc3c(=O)n(-c4cccc5ccccc45)nnc3c12	-1.5	-22	1	.	-8	.	-3	.	.
COc1cccc(/C=N/N2C(=O)NC3(CCCCC3)C2=O)c1O	1.1	-34	-15	.	12	.	18	.	.
Cc1nc(C)c(C(=O)Nc2nc3c(C)cccc3s2)o1	1	-20	10	88	4	4	-36	87	97
Cc1ccc(CSCC(=O)Nc2ccc3c(c2)OCO3)cc1	0.22	-8	8	94	-3	-8	2	68	110
NC(=O)c1cc(Br)cc2c3c([nH]c12)CCCC3	0.37	.	.	42	-48	-9	21	18*	87
O=C(Cc1ncn[nH]1)NCCc1ccccc1	.	-31	7	93	-4	4	-1	86	104
CCC(CC)c1nnc(NC(=O)c2nc3nc(C)cc(C)n3n2)s1	-0.23	-16	13	90	-10	8	4	110	108
COc1ccc(NCc2nnc(SCC(=O)c3ccc(OC)cc3)o2)cc1	0.49	-18	12	87	0	-2	1	96	93
N=c1c2c(-c3ccccc3)c(-c3ccccc3)n(Cc3ccco3)c2ncn1CCO	-1.4	-15	2	42	-33	1	10	17*	50
COc1ccc2[nH]c(=O)c(CNC3CCCCC3)cc2c1	-0.77	-19	29	94	26	1	5	106	102
COc1ccc(CN2c3cc(S(=O)(=O)N4CCOCC4)ccc3N3CCCC32)cc1 (stereo not drawn)	0.83	-6	-3	88	.	-14	-10	95	99
Cc1ccc(-c2csc(-c3c[nH]c4ccccc34)n2)cc1	-0.49	-5	-2	.	2	.	6	.	.
Cc1cc(C)c2nc(NC(=O)c3ccc4c(c3)OCO4)sc2c1	-0.77	-4	-3	.	0	.	-18	.	.
CC(C)C(NC(=O)C12CC3CC(CC(C3)C1)C2)C(=O)NC1=NCCS1 (stereo not drawn)	.	-3	-15	.	-12	.	4	.	.
CCCSC1=C(C#N)C(c2ccccc2C)C(C(=O)OC)C(=O)N1 (stereo not drawn)	-0.7	.	.	102	.	-13	.	88	100
COc1ccc(NC(=O)ON=C2c3ccccc3-c3ccccc32)cc1	-0.95	5	10	.	-18	.	-75	.	.
N#CCc1ccc(NS(=O)(=O)c2ccc(N3CCCC3=O)cc2)cc1	.	.	.	101	.	1	.	87	90
Cn1c(SCC(=O)N/N=C/c2cccs2)nc2ccccc21	-0.03	-3	-1	.	0	.	-14	.	.
O=C(O)c1cccc2[nH]c(C(F)(F)F)nc12	0.24	.	.	99	.	-1	.	106	107
N/C(Cc1ccc([N+](=O)[O-])cc1)=N\OC(=O)c1ccc([N+](=O)[O-])cc1	0.37	-19	12	73	14	-7	2	99	92
COC(=O)CN1C(=O)C2(OCCCO2)c2ccccc21	1.8	-25	7	101	-4	-7	-50	94	103
CCCC(=O)O[C@@H]1C[C@@H](C)N(C(=O)c2ccccc2)c2ccc(C)cc21	-2	8	12	104	-6	-4	-4	101	97
CCS(=O)(=O)N1CCC(NC(=O)c2ccco2)CC1	-0.25	-38	1	91	-7	2	-6	92	103
COc1ccc(OCC(=O)Nc2sc3c(c2C(=O)NCC2CCCO2)CCC3)cc1 (stereo not drawn)	-0.84	-10	11	.	7	.	4	.	.
Cc1ccc(-c2cc(C(=O)Nc3c(C)n(C)n(-c4ccccc4)c3=O)[nH]n2)c(O)c1	-0.62	15	-2	90	-41	-3	-1	77	103
CC(C)N1C(=O)CCC1C(=O)N1CCN(c2ccccn2)CC1 (stereo not drawn)	.	.	.	96	.	4	.	89	100
CCOC(=O)C1=C(N)OC2=C(C(=O)CCC2)C1c1ccco1 (stereo not drawn)	-0.28	-11	15	91	0	-1	-33	88	101
CN(C)CCCCNCCCNC(=O)/C=N\O	0.15	6	12	97	-1	1	.	96	100
CN(CC(=O)O)S(=O)(=O)c1cccs1	-0.92	-24	-16	103	26	4	-4	92	104
CCOc1ccc2[nH]c(=O)c(CN(CCc3ccccc3)C(=O)N3CCCC3)cc2c1	-0.52	-32	12	.	18	.	-26	.	.
CCc1ccccc1OCCCCN1CCCC1	-1.1	-24	2	95	9	-4	-1	73	100
C=CCn1c(-c2c[nH]c3ccccc23)n[nH]c1=S	-0.1	-13	-7	73	12	12	-69	79	94
O=C(CCCOc1ccccc1)N1CCc2ccccc2C1	0.9	8	-9	104	-3	7	-1	102	101
OC1(c2cccc(C(F)(F)F)c2)CCN(c2ncnc3c2[nH]c2ccccc23)CC1	-0.27	.	.	46	.	0	-28	19*	81
COc1cc(C2NC(=O)C(C#N)=C(S)N2c2ccccc2)ccc1OC(C)C (stereo not drawn)	-0.08	-6	-7	90	-4	5	37	96	94
CCOC(=O)N1CCN(C(=O)c2ccc(N3CCCC3=O)cc2)CC1	0.7	11	-4	100	-8	-2	-38	81	102
O=C(CSC1=NCCS1)N1CCCC1	0.83	.	.	100	.	3[fluorescence artefact?]	.	94	88
COc1ccc(CCNC(=O)c2oc3ccc(S(=O)(=O)N4CCOCC4)cc3c2C)cc1OC	0.19	-4	-7	.	15	.	2	.	.

Later entries:
structure	Pyk2 oligo antag	TNFa cytotox	VCAM1 TNFa inh	HUVEC inhibit	F-actin modifier	Smad3 FoxH1 inh	IL1B cytotox	H69AR growth 86K	Lung fibro prol
Cc1ccc(-c2ccc(=O)n(CC(=O)NCCN3C(C)CCCC3C)n2)cc1 (stereo not drawn)	0.34	-13	-14	.	-12	.	-26	.	.
COc1ccccc1CNC(=O)CCCNS(=O)(=O)c1cccc2nsnc12	-0.43	-17	-7	94	.	7	-19	87	96
Cc1ccccc1-n1nc(-c2ccc(N)cc2)cc1N	-0.6	-27	7	.	29	.	13	.	.
O=C(COC(=O)c1cc[n+]([O-])cc1)NCC12CC3CC(CC(C3)C1)C2	-0.44	-47	16	105	9	13	-40	96	102
CC(=O)OC12CC3CC(C1)C(=NO)C(C3)C2	-0.07	-18	-6	99	6	8	-32	90	98
CCOC(=O)N1CCC(n2c(SCC(=O)c3ccccc3)nc3ccsc3c2=O)CC1	-0.13	-1	3	.	2	.	-57	.	.
CC(=O)c1ccc(NC(=O)CSc2nccn2CCc2ccccc2)cc1	1.3	-17	1	98	-4	5	-9	84	96

Source: PubChem

A portion of the library (hit frequency here may not be typical).
